PAX8 inh HTS: inhibitors of PAX8 transcriptional activity in RMG-I cells; RMG-I TPO-luciferase reporter, SteadyGlo, 24 h; inhibition, % at 12.6 µM; 1.2% of 360,000 active; AID 652154;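 active = mean replicate inhibition at least 60% with every replicate also reaching 60%; inconclusive = only one of the two criteria is met; inactive = mean below 60% and not all replicates reaching 60%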;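 also: luciferase light reporting Pax8 driven TPO promoter activity; plate controls were median of neutral control wells for no effect and mitoxantrone controls for full effect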
CASP6 VEID inh: blocks human caspase-6 cleavage activity | purified caspase-6, Z-VEID-R110 cleavage fluorescence | inhibition, % at 12.5 µM | 0.53% of 350,000 active;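 active = mean inhibition across replicates at least about 35%, with every replicate also reaching that limit, limit read from the data; inconclusive = only one of the two criteria met; inactive = neither criterion met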;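 also: 0% = median of neutral control wells and 100% = no fluorescence left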
Target sequence (P55212 24-179 limits assumed): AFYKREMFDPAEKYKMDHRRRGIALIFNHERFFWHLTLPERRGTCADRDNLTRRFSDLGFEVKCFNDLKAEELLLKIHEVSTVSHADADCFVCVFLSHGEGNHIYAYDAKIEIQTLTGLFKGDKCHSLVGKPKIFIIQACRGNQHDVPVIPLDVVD
Target sequence (P55212 194-293 limits assumed): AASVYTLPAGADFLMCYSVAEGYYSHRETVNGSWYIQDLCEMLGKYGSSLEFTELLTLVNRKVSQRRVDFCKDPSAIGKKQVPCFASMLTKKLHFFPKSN
ARNT TACC3 PPI: disruptors of human ARNT/TACC3 interaction | Q9Y6A5 | AlphaScreen His-ARNT PAS-B/GST-TACC3 binding, luminescence; TACC3 fragment carries E629A point mutation | inhibition, % at 9.99 µM | 0.66% of 390,000 active;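 active = mean inhibition of replicates at least 50% and at least half of replicates each reaching 50%; inconclusive = half or more replicates reach 50% but mean below 50%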;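 also: 0% = complete ARNT plus TACC3 wells and 100% = ARNT alone without TACC3; many hits fall short of the cut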
LGR2 inh: blocks bursicon-induced cAMP signaling via Drosophila LGR2. HEK293 LGR2, CRE-luciferase, bursicon-stimulated, 4 h. inhibition, % at 9.99 µM. 0.35% of 380,000 active;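 active = drop in luminescence signal, shown as inhibition above about 50% in the replicate tests, limit read from the data, passing the limit was not always enough; inconclusive = probably only some replicates passing the limit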;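 also: agonist challenge used bursicon conditioned medium at about half maximal strength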
SIRT5 inh: sirtuin-5 (human) deacylase inhibition | Purified SirT5, succinyl-peptide AMC, trypsin-coupled fluorescence | inhibition, % at 15 µM | 1.1% of 330,000 active | AID 652115; in the data active = inhibition above about 15%; inconclusive = no clear call, values can overlap the other calls
Target sequence (Q9NXA8 whole entry, looked up): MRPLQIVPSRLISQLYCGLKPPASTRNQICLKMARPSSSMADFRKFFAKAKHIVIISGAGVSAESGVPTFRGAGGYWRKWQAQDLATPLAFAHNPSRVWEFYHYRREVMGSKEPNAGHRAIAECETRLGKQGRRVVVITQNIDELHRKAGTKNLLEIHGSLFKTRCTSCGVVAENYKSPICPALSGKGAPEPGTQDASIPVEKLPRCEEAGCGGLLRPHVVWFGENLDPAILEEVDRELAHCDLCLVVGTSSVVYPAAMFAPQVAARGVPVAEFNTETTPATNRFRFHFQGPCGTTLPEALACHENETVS
DENV2 CPE: inhibitors of DENV2 cytopathic effect; DENV2-infected cells, cytopathic effect rescue, plate reader; CPE inhibition, % at 9.99 µM; 1.7% of 350,000 active; in the data active = CPE inhibition above about 20%, passing the limit was not always enough; inconclusive = no clear call, values can overlap the other calls; tested in BHK-21 cells;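 also: 0% = median of neutral control wells and 100% = median of positive control wells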
EWS-Fli inh: EWS/Fli transcriptional activity inhibition | A673 NR0B1-luciferase reporter, viability-normalised | inhibition, % at 12.6 µM | 0.67% of 350,000 active;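 active = mean inhibition of at least 50% after viability correction, with every replicate also passing that limit; inconclusive = mean reaches 50% but only one of two replicates passes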;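 also: firefly luciferase signal divided by Alamar Blue viability fluorescence both relative to DMSO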
An asterisk follows results filed as active; ? = inconclusive; . = not tested or not shown. Compounds as they come. About 4.9% of those tested had a hit in this group.

SMILES	PAX8 inh HTS	CASP6 VEID inh	ARNT TACC3 PPI	LGR2 inh	SIRT5 inh	DENV2 CPE	EWS-Fli inh
O=C(NCCc1cnc[nH]1)Nc1cccc(C(F)(F)F)c1	-17.8	-5.4	48.5*	0.4	-11.4	2.9	5.7
Cc1noc(C)c1C(=O)N1CCC1(C)C(=O)NS(=O)(=O)c1ccccc1C(F)(F)F (stereo not given)	16.2	-2.7	.	-0.3	2.4	?	1.1
O=C(C[C@H]1CC[C@@H]2[C@H](COC[C@@H](O)CN2C(=O)c2ccccc2F)O1)NCc1ccc(Cl)cc1	-1.4	-2.9	-10.7	-22.0	4.9	13.9	9.0
Cc1ccc(NC(=O)NNC(=O)C2CC(c3cccs3)=NO2)cc1 (stereo not given)	-0.5	-1.4	-5.9	9.0	1.2	?	4.9
CCCCn1c(N)c(N(CC(C)C)C(=O)c2ccc(S(=O)(=O)N3CCCCCC3)cc2)c(=O)[nH]c1=O	-13.2	-3.0	-21.5	-12.3	7.0	-1.0	-1.9
Cc1cc(-c2ccc(Cl)cc2)c(C#N)c(N)n1	.	-0.1	-2.8	-11.5	-3.5	4.2	3.5
O=C(CCC(=O)Nc1ccccc1Cl)N/N=C/c1ccccc1	-6.4	0.6	-14.7	-5.6	0.3	-5.9	-16.8
Cc1ccc(CCNC(=O)c2cc(S(=O)(=O)N3CCOCC3)cn2C)cc1	5.3	1.5	3.7	-13.5	0.2	-1.7	9.6
CC(Oc1ccccc1)C(=O)Nc1ccc(S(=O)(=O)N2CCN(C)CC2)cc1 (stereo not given)	.	1.1	3.0	24.1	4.0	1.2	4.0
COC(=O)c1c(NC(=O)c2ccco2)sc(C(=O)N2CCCC2)c1C	.	-0.1	-0.5	-6.2	-0.1	6.2	4.9
CCCCNC(=O)[C@H]1N2C(=O)c3c(ccc(OC)c3OC)C2SC1(C)C (stereo not given in full)	-21.1	-0.9	3.7	-3.9	-3.1	-0.9	3.5
Nc1ncnc2c1ncn2C1OC(CO)C(O)C1N (stereo not given)	.	-0.1	3.3	-7.4	.	-6.6	-7.9
COc1ccc(S(=O)(=O)Nc2ccc3c(c2)C(=O)N([C@H](C)CO)C[C@@H](C)[C@@H](CN(C)C(=O)CCCN(C)C)OCCCC[C@@H](C)O3)cc1	-3.2	-19.6	-6.5	-10.5	-1.0	1.3	-5.9
COc1ccccc1-c1ccc([C@@H]2[C@@H](CO)N3CCCCN(C(=O)c4ccncc4)C[C@@H]23)cc1	-19.1	-2.2	-0.7	-6.4	2.1	-5.1	-10.1
C[C@@H]1CCCCO[C@H](CN(C)C(=O)Nc2ccc(C(F)(F)F)cc2)[C@@H](C)CN([C@H](C)CO)C(=O)c2cc(NC(=O)c3ccccc3)ccc2O1	-4.2	-0.3	-20.0	22.2	2.5	-4.2	-4.9
CCOCCc1nn2c(=O)cc(CSCC(=O)Nc3cccc(C)c3C)nc2s1	-2.4	0.0	-2.3	3.2	0.1	6.9	3.5
CCC(=O)N(C)C[C@H]1Oc2cc(-c3ccc(OC)cc3)ccc2S(=O)(=O)N([C@@H](C)CO)C[C@H]1C	15.0	-1.8	-11.0	0.0	-14.1	-0.5	-1.7
O=C(OCc1ccccc1)N1C[C@H](O)[C@H](O)C[C@@H]1c1c(Cl)cccc1Br	4.4	0.7	.	-4.9	2.2	-1.2	12.9
COc1nc(C#N)c(N2CCOCC2)o1	.	2.0	2.9	0.7	-2.8	.	.
COCCCNC(=S)NNC(=O)c1csc(C)n1	29.9	1.7	56.6*	.	-1.5	0.5	-14.2
O=C(Nc1cccc(S(=O)(=O)N2CCOCC2)c1)c1ccc(N2CCOCC2)c([N+](=O)[O-])c1	14.1	-0.4	4.9	14.6	-4.3	8.3	-5.3
Cc1ccc(C(=O)N2CCN(c3ccc([N+](=O)[O-])cc3)CC2)o1	-2.8	1.2	-1.9	-0.3	7.1	-2.6	-4.1
Cc1ccc(C)c(N2CCN(CCCNC(=O)Cn3cccc3C(=O)c3ccccc3C)CC2)c1	24.6	0.0	13.9	.	-2.2	0.4	27.1
COc1ccc(S(=O)(=O)Nc2ccc3c(c2)CC(=O)N([C@@H](C)CO)C[C@@H](C)[C@@H](CN(C)CC2CCCCC2)O3)cc1	.	0.7	9.4	1.3	13.3	1.6	10.8
O=C(Oc1ccc(/C=N/NC(=O)c2ccccn2)cc1)c1ccc(Br)cc1	.	-3.7	-1.8	-8.8	1.3	14.3	-41.0
SMILES	PAX8 inh HTS	CASP6 VEID inh	ARNT TACC3 PPI	LGR2 inh	SIRT5 inh	DENV2 CPE	EWS-Fli inh
CCN(CC)S(=O)(=O)c1cc(NC(=O)CSc2n[nH]c(N)n2)ccc1C	4.7	0.1	0.8	12.7	-4.5	-4.2	-3.2
COc1ccccc1S(=O)(=O)N(C)C[C@H]1Oc2cc(C#CCC3CCCC3)ccc2S(=O)(=O)N([C@H](C)CO)C[C@@H]1C	73.3*	1.0	6.7	22.7	-1.2	5.0	-7.6
O=C(C[C@@H]1C=C[C@@H](NC(=O)CC2CC2)[C@H](CO)O1)NCc1ccc(Cl)cc1	-11.3	-1.4	-15.1	-8.0	0.3	-1.8	-8.8
COc1ccc2c3c(n(C)c2c1)[C@@H](CO)N(Cc1ccccc1)CC31CN(S(C)(=O)=O)C1	.	.	.	-32.3	.	7.1	-13.9
COc1cc(NC(=O)Nc2ccc(C)cc2)cc([N+](=O)[O-])c1	-10.8	2.5	-0.1	-18.0	.	3.7	.
C[C@@H]1CCCCO[C@H](CN(C)C(=O)Nc2ccc3c(c2)OCO3)[C@H](C)CN([C@H](C)CO)C(=O)c2cc(NS(=O)(=O)c3cccs3)ccc2O1	-21.4	-2.2	-3.4	-7.3	0.8	-2.3	-4.1
NC(=O)c1ccc[n+](CC(=O)c2ccc(Br)cc2)c1	10.1	.	-0.6	1.3	-5.5	.	2.3
CC(=O)Nc1cc(NC(C)=O)cc(C(=O)OCC(=O)N(c2ccccc2)C2CCS(=O)(=O)C2)c1 (stereo not given)	-14.0	2.0	3.4	9.0	-1.5	-0.9	-0.9
CCOC(=O)c1cc(C)[nH]c(=O)c1C#N	5.5	1.0	-1.3	-22.0	-59.4	-2.2	19.5
N#CCc1c(C#N)c(N)nc(N2CCN(C=O)CC2)c1C#N	-6.3	4.1	1.0	4.6	1.2	-0.9	-0.2
COC(=O)c1cc(CNC(=O)c2cccc(Cl)c2)ccc1OC	22.8	1.6	1.1	8.5	-0.5	-19.2	15.0
CC(=O)c1cccc(OC(=O)c2cc(S(=O)(=O)N3CCOCC3)ccc2N2CCCC2)c1	9.0	-2.3	6.4	-27.2	1.9	-4.3	12.2
COc1ccccc1-c1ccc([C@H]2[C@@H](C#N)N(C(=O)C3CC3)[C@@H]2CO)cc1	-0.1	-2.7	-0.2	-1.7	1.6	-5.7	-21.7
COc1cccc(C(C)(O)c2nc(-c3cccc(F)c3)cs2)c1 (stereo not given)	12.5	2.7	.	17.2	.	12.4	5.3
NC(=O)C1CCN(C(=O)CCn2c(=O)oc3ccccc32)CC1	-0.7	7.9	0.5	-14.2	-4.9	-2.2	-3.3
Cc1ccc([N+](=O)[O-])c(OCCCN2C(=O)NC(C)(C)C2=O)c1	4.9	3.9	-32.2	-13.4	-3.0	0.5	-3.9
CC(C)CCN1NC2(CCCC(C)C2)NC1=S (stereo not given)	6.8	0.0	10.9	4.8	-1.4	-5.2	-1.5
O=C(CSc1nc2cc(Cl)c(Cl)cc2[nH]1)c1ccc2c(c1)OCO2	1.5	3.3	-7.5	-4.3	-2.2	-6.7	-3.8
C[C@@H]1CCCCO[C@H](CN(C)S(=O)(=O)c2ccccc2)[C@H](C)CN([C@@H](C)CO)C(=O)c2cc(NC(=O)Cc3ccccc3)ccc2O1	-1.4	1.7	-2.3	10.0	7.7	-4.4	-3.1
COC(=O)c1cc2c(c3c4cc(F)ccc4n(S(=O)(=O)c4cccc(C)c4)c13)C(=O)N(Cc1ccc(C(F)(F)F)cc1)C2	14.2	3.8	.	.	.	-2.9	5.5
CC(C)(C)c1cc(NC(=O)c2ccco2)no1	-123.2	-0.4	-4.0	-12.1	-4.2	3.7	.
O=C1CNC(=S)N1C(CO)c1ccccc1 (stereo not given)	-13.0	1.9	-17.0	6.7	-5.8	17.7	-5.5
COc1ccc(CCNC(=O)c2cnc3scc(C)n3c2=O)cc1OC	8.1	-1.6	6.8	-47.1	1.1	75.1*	-12.3
Cc1ccc(-c2[nH][nH]c(=O)c(=O)c2N=Nc2ccccc2)cc1	6.6	0.1	-2.4	-27.9	0.2	-2.1	29.3
Fc1cccc(Cc2noc(CN3CCSCC3)n2)c1	-11.2	1.3	1.1	9.5	-2.8	15.5	6.7

Results in SIRT5 inh, for some of the entries so far:
Structure,SIRT5 inh
C[C@@H]1CCCCO[C@H](CN(C)C(=O)Nc2ccc3c(c2)OCO3)[C@H](C)CN([C@H](C)CO)C(=O)c2cc(NS(=O)(=O)c3cccs3)ccc2O1,0.8
CCN(CC)S(=O)(=O)c1cc(NC(=O)CSc2n[nH]c(N)n2)ccc1C,-4.5
O=C(C[C@@H]1C=C[C@@H](NC(=O)CC2CC2)[C@H](CO)O1)NCc1ccc(Cl)cc1,0.3

Following part.
SMILES	PAX8 inh HTS	CASP6 VEID inh	ARNT TACC3 PPI	LGR2 inh	SIRT5 inh	DENV2 CPE	EWS-Fli inh
C[C@@H]1CN([C@H](C)CO)C(=O)c2cc(-c3ccccc3)cnc2O[C@H]1CN(C)C(=O)C1CCCCC1	.	-1.2	3.5	-2.2	-3.9	1.2	5.2
C[C@@H]1CN([C@@H](C)CO)S(=O)(=O)c2ccc(C#CC(C)(C)O)cc2O[C@@H]1CN(C)C(=O)C1CCCCC1	.	1.6	1.7	-10.2	0.1	21.5*	-10.3
C[C@H](CO)N1C[C@H](C)[C@@H](CN(C)C(=O)Nc2cccc3ccccc23)Oc2c(NC(=O)Nc3ccc4c(c3)OCO4)cccc2C1=O	-16.0	-0.4	.	2.6	0.6	1.2	-3.0
COc1cc([N+](=O)[O-])ccc1NC(=O)c1cccc(NC(=O)C(C)C)c1	6.5	.	-3.2	-14.1	.	.	.
C[C@H](CO)N1C[C@H](C)[C@@H](CN(C)C)OCCCC[C@H](C)Oc2ccc(NS(=O)(=O)c3cccs3)cc2C1=O	4.1	0.7	-11.7	-2.6	-2.0	-1.5	-18.1
COc1ccc(Cc2nnc(NC(=O)c3cc(OC)cc(OC)c3)s2)cc1	15.2	1.1	-5.2	18.2	-5.2	18.2	8.6
O=C(Nc1ccc([N+](=O)[O-])cn1)c1ccc2c(c1)OCO2	23.1	11.3	-3.6	-58.3	-1.8	-3.6	-74.3
Cc1noc(C)c1S(=O)(=O)Nc1ccc2c(c1)C(=O)N([C@@H](C)CO)C[C@H](C)[C@@H](CN(C)Cc1ccc(Cl)c(Cl)c1)O2	.	-0.6	1.1	-15.6	-3.5	6.9	3.7
COc1ccc(N2CCOCC2)c(NC(=O)c2ccco2)c1	-9.4	-1.6	-9.9	-17.4	-0.4	8.6	-10.9
N#Cc1c(N2CCOCC2)nc(N)c2c(N)nc3c(c12)CC(CCl)O3 (stereo not given)	17.9	0.2	5.4	-14.6	-1.8	0.3	-5.0
C[C@H](NC(=O)C1CCN(S(=O)(=O)c2ccccc2)CC1)C(=O)NCc1ccncc1	1.3	-5.1	.	-4.9	.	-0.3	-6.1
CN(C)C(=O)[C@@H]1[C@@H](CO)[C@@H]2Cn3c(ccc(C4=CCCC4)c3=O)[C@H]1N2S(=O)(=O)c1cn(C)cn1	-11.1	-1.5	-2.7	10.0	-29.3	22.3*	-0.5
Cc1cc2ncc(S(=O)(=O)c3ccccc3)c(N)n2n1	0.4	1.3	-0.4	-17.3	5.1	-6.4	8.4
CCOc1c(Cl)cc(CNCc2ccccn2)cc1OC	-19.5	-2.4	48.7*	-0.7	-3.2	2.2	3.0
CC1(C(=O)NS(=O)(=O)c2ccccc2)CCN1C(=O)Cc1ccc(-c2ccccc2)cc1 (stereo not given)	-3.5	1.4	.	-13.0	0.7	-2.0	-1.0
Nc1nc(=S)c2ncn(C3CCCC3)c2[nH]1	-32.6	-4.5	.	-16.0	1.1	7.6	0.8

From PubChem BioAssay
